Bioassay records as filed in PubChem.
MPTP block – mitochondrial permeability transition pore inhibitors, primary screen, biochemical, isolated mouse mitochondria, absorbance. Ca2+ swelling absorbance, 30 min. inhibition, % at 10 µM. 360,000 compounds, 1.4% hits;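 active means inhibition of 50% or more, scaled per plate between neutral and stimulator controls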;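 further: 0% = DMSO wells given calcium and 100% = 1 mM EGTA wells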
MIN6 prolif – inducers of MIN6 beta-cell proliferation, primary screen, ATP luminescence, uHTS | MIN6 cells proliferation, ATPlite luminescence, 48 h; cells starved in 0.2% serum; 100% = growth in 10% serum | proliferation, % at 10 µM | 330,000 compounds, 0.29% hits;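 active means compounds whose signal lies at least 3.5 SD above the mean of all wells on their plate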;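 further: 0% = DMSO-treated cells in low-serum medium and 100% = 10% serum control; some compounds called inactive have numbers as strong as hits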
tim23-1 inh – growth inhibitors of tim23-1 mutant yeast, primary screen, luminescence, uHTS | inhibition, % at 20 µM | S. cerevisiae tim23-1 growth, BacTiter-Glo luminescence, 24 h | 330,000 compounds, 1.3% hits;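 active means growth inhibition of the mutant yeast at or above 50%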;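 further: temperature-sensitive mutant grown at 25 °C; plate controls were DMSO-treated mutant yeast for no effect and medium wells lacking yeast for full effect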
NALP3 yeast inh – NALP3 inflammasome inhibitors in reconstituted yeast, primary screen, luminescence, uHTS; Yeast reconstituted NLRP3/ASC/caspase-1, beta-gal luminescence, 24 h; inhibition, % at 10 µM; 330,000 compounds, 0.39% hits; AID 2825, 2010;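 active means inhibition of 50% or more; inactive means inhibition below 50%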;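 further: plate controls were induced DMSO wells for no effect and uninduced yeast grown without galactose for full effect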
GRIN3A LBD mod – binders of NR3A ligand-binding domain, primary screen, biophysical, differential scanning fluorimetry, uHTS. Glutamate receptor ionotropic, NMDA 3A (GRIN3A) ligand-binding domain. NR3A LBD differential scanning fluorimetry, Tm shift; 0% = protein alone, 100% = glycine-bound protein. Tm shift relative to glycine control, % at 25 µM. 340,000 compounds, 2.5% hits;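 active means melting temperature shift of at least 10% of the positive control shift, at one fixed dose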
APJ ag – agonists of human apelin receptor APJ, primary screen, CHO-K1 cells, PathHunter beta-arrestin, luminescence; P35414; 0% DMSO wells, 100% apelin; activation, % at 20 µM; 330,000 compounds, 0.11% hits;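 active means activation more than six SD over the plate average, tested at 20 µM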;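 further: 0% = DMSO alone and 100% = apelin-13 at 10 nM; some results filed as inactive read as strong as hits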
Target sequence (P35414 whole entry, looked up): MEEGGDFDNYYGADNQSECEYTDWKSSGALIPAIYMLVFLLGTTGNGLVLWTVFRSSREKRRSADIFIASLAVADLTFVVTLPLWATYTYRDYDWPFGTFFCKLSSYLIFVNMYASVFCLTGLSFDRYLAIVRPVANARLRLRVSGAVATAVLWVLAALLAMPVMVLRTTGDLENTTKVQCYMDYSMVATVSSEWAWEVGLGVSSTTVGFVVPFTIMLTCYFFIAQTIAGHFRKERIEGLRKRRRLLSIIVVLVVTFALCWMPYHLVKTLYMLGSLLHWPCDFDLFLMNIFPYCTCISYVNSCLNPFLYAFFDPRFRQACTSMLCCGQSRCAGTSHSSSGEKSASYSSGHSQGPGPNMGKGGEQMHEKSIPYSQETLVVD
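Test system: CHO-K1 APJ beta-arrestin complementation cell line | Compound: Single test compound dose, 20 µM final, 1% DMSO | Incubation: Compound 90 min 25 °C, reagent 1 h | Measured by: beta-gal luminescence | Read-out basis: APJ–arrestin association signal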
tim10-1 inh – growth inhibitors of tim10-1 mutant yeast, primary screen, luminescence, uHTS; S. cerevisiae tim10-1 ts strain growth, BacTiter-Glo, 24 h; AID 463190, 2010; 330,000 compounds, 2.2% hits; inhibition, % at 20 µM;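 active means inhibition of at least 40%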;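 further: mutant grown at 25 °C; 0% = DMSO wells with yeast and 100% = wells holding no yeast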
TIM10 inh – growth inhibitors of isogenic TIM10 control yeast, primary screen, counter-screen for tim10-1 yeast inhibitor project, luminescence, uHTS; S. cerevisiae TIM10 strain growth, BacTiter-Glo luminescence, 24 h; inhibition, % at 10 µM; 330,000 compounds, 1.4% hits;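 active means inhibition of 40% or more at the single tested concentration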;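 further: wild-type TIM10 isogenic control strain grown at permissive 25 °C; 0% = DMSO yeast wells and 100% = minimal medium wells without yeast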
APJ antagonist – antagonists of human apelin receptor APJ, primary screen, CHO-K1 cells, beta-arrestin complementation, luminescence. P35414. inhibition, % at 20 µM. 330,000 compounds, 0.32% hits;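 active means inhibition above about 40% at 20 µM, limit read from the data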;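 further: cells challenged with 10 nM apelin-13 agonist together with compound; plate controls were apelin-13 plus DMSO wells for no effect and DMSO wells lacking apelin-13 for full effect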
An asterisk follows results filed as active; nt = no result given.

| Compound | NALP3 yeast inh | TIM10 inh | tim23-1 inh | MIN6 prolif | tim10-1 inh | MPTP block | APJ ag | GRIN3A LBD mod | APJ antagonist |
| --- | --- | --- | --- | --- | --- | --- | --- | --- | --- |
| C/C(=N\NS(=O)(=O)c1ccc(C(C)(C)C)cc1)c1ccccc1 | -12.3 | 29.2 | 48.9 | -4.5 | 42.4* | 1.1 | 0.0 | -9.1 | -3.3 |
| O=C(c1ccc(COc2ccc(Cl)cc2Cl)o1)N1CCCC1 | 30.8 | -20.5 | 45.0 | -4.2 | 4.1 | -1.3 | -1.4 | -1.9 | -5.8 |
| CC(=O)n1cc(/C=N/NC(=O)c2sc(C)nc2C)c2ccccc21 | 1.7 | -6.9 | 10.8 | -0.8 | 26.7 | 0.0 | 1.5 | -0.9 | -9.7 |
| COc1ccc(S(=O)(=O)Nc2cc3c4c(c2)CCN4C(=O)CC3)cc1 | 6.2 | 24.3 | 0.2 | 4.3 | 13.8 | -0.4 | -3.3 | -2.6 | 3.9 |
| CC(C)C[C@H](NC(=O)OC(C)(C)C)c1nnc(SCc2ccccc2)o1 | -5.5 | 14.8 | 41.9 | -1.2 | 34.2 | 5.1 | -3.8 | 2.6 | 13.3 |
| CCOC(=O)C1=C(COC(=O)c2cc(S(=O)(=O)N(C)C)ccc2C)NC(=O)NC1C (stereo unspecified) | 10.9 | 8.0 | 6.3 | -4.6 | -6.5 | -0.3 | -3.1 | 0.5 | -36.8 |
| COc1cccc(NC(=O)c2nc3ncccn3n2)c1 | -14.2 | -0.9 | 7.1 | -2.6 | 4.0 | -0.1 | -3.8 | 0.4 | -4.3 |
| CCN(CC(=O)Nc1ccccc1C(F)(F)F)C(=O)c1cc(-c2cccs2)nn1-c1ccccc1 | 9.1 | 4.4 | -13.3 | -0.1 | -3.8 | -0.7 | -3.7 | 0.9 | -38.0 |
| COc1ccccc1-c1cnnc(N/N=C/c2ccc(-c3cccc(Br)c3)o2)n1 | 13.9 | 0.8 | -5.1 | -1.3 | 22.1 | 2.6 | -2.9 | -3.2 | 6.4 |
| O=C(CN(CC1CCCO1)C(=O)CNS(=O)(=O)c1ccc(Cl)cc1)NCc1ccc(F)cc1 (stereo unspecified) | 15.2 | 9.2 | 2.5 | -2.0 | -18.4 | 0.9 | -1.3 | 1.3 | 24.1 |
| CC1CCN(C(=O)CSc2nc(C(C)C)nc3c2c(=O)n(C)c(=O)n3C)CC1 | 19.2 | -22.9 | 39.1 | 1.6 | 17.0 | 0.2 | 8.9 | 0.8 | -10.9 |
| COC(=O)c1cccc(C(=O)Nc2ccc(C)cc2)n1 | 22.0 | 13.3 | 13.2 | -3.8 | 11.6 | 2.1 | 4.3 | -0.2 | -12.3 |
| COc1ccccc1C(=O)NCCC(=O)N1CCN(c2ccc(C(F)(F)F)cn2)CC1 | 14.7 | 6.1 | 21.3 | 3.0 | 14.2 | -2.1 | -1.8 | -2.2 | -22.4 |
| COc1cc2c(cc1NC(=O)c1cc(-c3cccnc3)nc3ccc(C)cc13)oc1ccccc12 | -19.6 | 16.5 | 10.3 | -6.4 | 16.8 | 2.1 | -1.4 | -7.5 | 26.7 |
| CC(C)(C)c1ccc(-c2nnc(N)s2)cc1 | 28.3 | 3.9 | 24.8 | -5.1 | -8.5 | -5.3 | -2.4 | 0.8 | 5.8 |
| CC(=O)N1CCC(=NNc2ncc(C(F)(F)F)cc2Cl)CC1 | 22.3 | 12.9 | 7.4 | -2.9 | 7.7 | -0.4 | -4.1 | 1.6 | 14.0 |
| COc1ccc(CCNC(=O)Cn2c(=O)n(CC3CCCO3)c(=O)c3ccccc32)cc1OC (stereo unspecified) | -1.5 | -18.3 | 6.6 | -0.1 | -15.9 | 0.8 | -4.9 | 0.8 | -5.5 |
| CC(C)NC(=O)N(Cc1ccc(Cl)cc1)Cc1cccs1 | -4.4 | 24.0 | 21.1 | 0.8 | 25.2 | 2.0 | -1.3 | -1.6 | -1.0 |
| O=C(Cc1cccc2ccccc12)Nc1nnc(-c2cccc([N+](=O)[O-])c2)s1 | 0.9 | -3.9 | 10.2 | -3.4 | 6.6 | -0.5 | 11.0 | -16.3 | 10.1 |
| Cn1c(CNC2CCCCC2)nc2ccccc21 | 6.7 | -17.7 | 10.3 | 0.9 | 3.5 | -1.4 | -0.9 | -1.5 | 9.0 |
| O=C(Oc1ccc(NC2=NS(=O)(=O)c3ccccc32)cc1)c1cccnc1 | 19.2 | -21.0 | -12.4 | -2.9 | -23.2 | 0.3 | -1.7 | -0.4 | -4.7 |
| COc1cc(CO)cc(Br)c1OCC(=O)N1CCCCC1 | 22.0 | 2.3 | -2.8 | -3.2 | 3.8 | 0.8 | -3.9 | -1.6 | 9.4 |
| COc1ccc(CNC(=O)c2cccnc2)cc1 | 10.0 | -12.8 | 1.6 | -2.9 | -7.2 | -0.3 | 2.1 | 6.9 | -0.3 |
| O=C(NCc1ccc(Cl)cc1)c1cnn2ccccc12 | 14.0 | -2.0 | 0.4 | -0.9 | -1.6 | -2.4 | -5.0 | 0.6 | 6.3 |
| CCOC(=O)N1CCC(NC(=O)c2ccc(CS(=O)c3cccc(Cl)c3)o2)CC1 (stereo unspecified) | 2.8 | 7.5 | -0.5 | -2.6 | -1.8 | -0.3 | -4.2 | 1.5 | 13.8 |
| O=C(NCc1ccon1)C1CCC(=O)N(Cc2cccc(C(F)(F)F)c2)C1 (stereo unspecified) | 10.8 | 3.5 | 7.9 | 0.1 | -5.6 | 0.2 | 0.4 | -2.3 | 2.9 |
| NC(=O)c1ccc(-n2nnnc2Oc2ccccc2)cc1 | -2.0 | 9.7 | 8.4 | -0.4 | 13.8 | -1.0 | 0.2 | 1.5 | 4.2 |
| O=C(COc1ccc(F)cc1)N(Cc1ccc(Cl)cc1)C1CCS(=O)(=O)C1 (stereo unspecified) | 7.7 | 0.3 | 15.8 | -0.1 | 29.4 | -1.4 | -1.7 | 0.1 | 8.4 |
| O=C(COc1ccccc1[N+](=O)[O-])N1CCC(Cc2ccccc2)CC1 | 7.2 | 3.7 | 9.3 | -1.1 | 28.5 | -2.2 | -3.1 | 3.4 | 15.3 |
| Cc1ccc(S(=O)(=O)N2CCOCC2)cc1C(=O)NCCc1ccc(Cl)cc1 | 10.8 | -15.4 | -13.0 | -1.2 | -7.2 | -0.3 | -0.4 | 0.5 | 0.2 |
| CCOC(=O)c1ccc(N2C(=O)C3CCCN3C2=S)cc1 (stereo unspecified) | 14.8 | 8.0 | 13.2 | -0.1 | 6.7 | 0.2 | -1.5 | 2.3 | -11.6 |
| COc1nccnc1NS(=O)(=O)c1ccc(NC(=S)NC(=O)c2cccnc2)cc1 | 13.5 | -14.8 | 0.1 | -0.9 | 1.9 | 0.8 | -2.5 | -0.4 | 23.7 |
| O=C1CSC(=Nc2ccc(O)cc2)N1 | 9.0 | 5.4 | 7.4 | 1.1 | 7.0 | 0.4 | -0.3 | 3.2 | 6.4 |
| COc1ccc(COC(=O)C2CCN(C(=O)c3ccc(Cl)cc3)CC2)cc1F | 26.1 | 2.3 | 26.8 | -3.6 | -2.9 | -0.5 | -5.2 | -2.7 | 10.7 |
| CCCSc1cc(Cl)nc(N)n1 | 13.2 | -7.1 | -4.5 | -0.3 | -1.4 | 0.5 | -2.9 | -0.2 | -12.7 |
| COc1ccc(C(=O)NNC2CC(=O)N(Cc3ccccc3)C2=O)cc1OC (stereo unspecified) | -9.0 | 5.9 | 11.2 | 1.8 | -0.9 | -1.3 | -0.4 | -2.5 | -3.2 |
| O=C(COc1ccc(Br)cc1Cl)N1CCN(c2ccccn2)CC1 | 33.4 | 8.7 | 45.9 | 0.2 | 37.2 | 0.3 | 0.7 | 4.3 | 9.1 |
| COc1ccc(-c2csc(NC(=O)CN3C(=O)C4CCCCC4C3=O)n2)cc1OC (stereo unspecified) | 1.9 | 15.9 | 23.8 | -2.9 | 17.1 | 2.0 | -0.9 | 11.8* | 15.7 |
| CN(C)S(=O)(=O)c1ccc(C(=O)Nc2ccc3ncccc3c2)cc1 | 22.9 | 3.0 | 1.5 | -2.7 | 3.2 | 3.1 | 2.8 | -3.0 | -9.9 |
| COC(=O)c1ccc(C2/C(=C(/O)c3ccc4c(c3)CC(C)O4)C(=O)C(=O)N2Cc2cccnc2)cc1 (stereo unspecified) | 1.3 | -10.2 | -5.4 | -1.6 | -3.3 | 2.8 | -2.8 | -1.1 | 13.8 |

An excerpt from above in order of the NALP3 yeast inh value, rising.
| SMILES | NALP3 yeast inh |
| --- | --- |
| O=C(NCc1ccon1)C1CCC(=O)N(Cc2cccc(C(F)(F)F)c2)C1 (stereo unspecified) | 10.8 |
| COc1nccnc1NS(=O)(=O)c1ccc(NC(=S)NC(=O)c2cccnc2)cc1 | 13.5 |
| O=C(Oc1ccc(NC2=NS(=O)(=O)c3ccccc32)cc1)c1cccnc1 | 19.2 |

The results go on.
| Compound | NALP3 yeast inh | TIM10 inh | tim23-1 inh | MIN6 prolif | tim10-1 inh | MPTP block | APJ ag | GRIN3A LBD mod | APJ antagonist |
| --- | --- | --- | --- | --- | --- | --- | --- | --- | --- |
| CC1(C)CC(CCC(=O)Nc2ccc(S(N)(=O)=O)cc2)C(=O)O1 (stereo unspecified) | 10.3 | 10.2 | 1.8 | -4.3 | 15.1 | 2.0 | -1.4 | -2.6 | -4.7 |
| Cc1ccc(NC(=O)CNC(C)c2ccccc2)cc1 (stereo unspecified) | 21.3 | -4.8 | 9.9 | -3.3 | 14.4 | -1.0 | -3.7 | -0.4 | -18.4 |
| CC(CCc1ccccc1)NC(=O)CN1CCN(Cc2ccc(Cl)cc2)C1=O (stereo unspecified) | 5.2 | 1.0 | 10.0 | -3.9 | 18.7 | -1.3 | -1.3 | 1.4 | -37.9 |
| N#Cc1ccc(-n2nccc2-c2cnc3n(c2=O)CCS3)cc1 | -7.8 | -2.4 | 6.5 | 0.8 | -6.7 | -2.4 | 3.1 | 2.7 | -0.3 |
| COc1ccc(S(=O)(=O)Nc2ccccc2C(=O)Nc2nc(-c3ccc(F)cc3)cs2)cc1OC | 5.4 | 28.9 | 35.6 | 0.0 | 30.5 | 96.6* | 1.0 | 26.1* | 23.0 |
| COc1ccc(C/C(N)=N/n2cnnc2)cc1Cl | 28.7 | 2.5 | 8.2 | 1.1 | -2.9 | 2.8 | -0.8 | -3.9 | 11.4 |
| O=C(CCNC(=O)c1ccco1)Nc1ccc(N2CCOCC2)cc1 | 3.4 | 13.2 | 15.0 | -3.1 | 4.9 | 1.6 | -3.3 | -0.9 | -3.5 |
| CCN1CCN(C(=O)C2CCCN(c3ncnc4c3nc3n4CCCCC3)C2)CC1 (stereo unspecified) | 6.0 | -3.5 | -19.7 | -0.2 | -0.2 | 0.5 | -5.8 | -3.4 | 9.6 |
| O=C(CSc1nc2c(c(=O)[nH]1)CCC2)Nc1ccc(F)cc1 | -7.5 | 5.0 | 7.2 | 0.3 | 0.9 | -0.5 | -1.9 | -2.4 | 1.6 |
| CCCCN(C(=O)c1ccc(OC(F)(F)F)cc1)c1c(N)n(CCC)c(=O)[nH]c1=O | 7.6 | 10.8 | 24.7 | -0.4 | -6.7 | 0.2 | -3.2 | 0.5 | 11.6 |
| CC1(C2(O)CC(c3ccccc3)ON2)CCCCC1 (stereo unspecified) | -4.0 | 10.1 | 30.4 | 1.5 | 36.7 | nt | -4.5 | nt | -0.4 |
